CF NFkB inh – blocks PAF-induced NF-kB reporter in cystic fibrosis cells; KKLEB NF-kB-GFP reporter, GFP fluorescence overnight; inhibition, % at 5 µM; 360,000 compounds, 0.86% hits; AID 588850;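 active = at least 50% inhibition at 5 µM, scaled per plate between neutral and stimulator controls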;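 also: PAF is a Pseudomonas aeruginosa culture filtrate used as stimulus; plate controls were PAF-stimulated DMSO wells for no effect and unstimulated DMSO wells for full effect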
KKLEB cytotox – reduces viability of KKLEB cystic fibrosis airway cells; KKLEB CF airway cells viability, ATPlite luminescence, overnight; stronger effect = lower value; cells stimulated with P. aeruginosa culture filtrate; activity change (cytotoxicity), % at 5 µM; 360,000 compounds, 0.36% hits;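 active = corrected activity change at or below -50% at 5 µM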
SRC2 inh – inhibits human steroid receptor coactivator 2 | 370,000 compounds, 0.17% hits | HEK293 GAL4-SRC2 luciferase reporter, luminescence | inhibition, % at 9 µM | Q15596;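 active = inhibition above the mean inhibition of all tested compounds plus 3 SD, set per campaign, cut at about 52% in these data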;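 also: 0% = DMSO treated cells and 100% = cells given Gossypol at 36 µM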
NCOA1 inh – inhibitors of human steroid receptor coactivator 1 (SRC1). Q15788. inhibition, % at 3.6 µM. 360,000 compounds, 0.12% hits. HEK293 GAL4-SRC1 luciferase reporter, luminescence. AID 588354;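 active = inhibition above the campaign mean plus 3 SD, with each screening campaign given its own cutoff, cut at about 60% in these data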;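 also: 0% = DMSO treated cells and 100% = gossypol at 36 µM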
TRAIL sens C8 – caspase-8 TRAIL sensitization; 360,000 compounds, 1% hits; inhibition (viability loss, TRAIL sensitization), % at 10 µM; AID 624354; NB7+C8 cells + TRAIL, ATPlite viability luminescence;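 active = compounds causing at least 50% loss of cell viability in the single-dose screen, relative to plate controls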
LRH-1 inv ag – NR5A2 inverse agonism in reporter assay | O00482 | HEK293T StAR-luciferase reporter, LRH-1 transfected, 24 h | inhibition, % at 3.6 µM | 360,000 compounds, 0.13% hits | AID 602396;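 active = inhibition above the mean inhibition of all tested compounds plus 3 SD, cut at about 73% in these data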;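 also: 0% = DMSO wells and 100% = reporter-only cells lacking LRH-1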
Target sequence (O00482 whole entry, looked up): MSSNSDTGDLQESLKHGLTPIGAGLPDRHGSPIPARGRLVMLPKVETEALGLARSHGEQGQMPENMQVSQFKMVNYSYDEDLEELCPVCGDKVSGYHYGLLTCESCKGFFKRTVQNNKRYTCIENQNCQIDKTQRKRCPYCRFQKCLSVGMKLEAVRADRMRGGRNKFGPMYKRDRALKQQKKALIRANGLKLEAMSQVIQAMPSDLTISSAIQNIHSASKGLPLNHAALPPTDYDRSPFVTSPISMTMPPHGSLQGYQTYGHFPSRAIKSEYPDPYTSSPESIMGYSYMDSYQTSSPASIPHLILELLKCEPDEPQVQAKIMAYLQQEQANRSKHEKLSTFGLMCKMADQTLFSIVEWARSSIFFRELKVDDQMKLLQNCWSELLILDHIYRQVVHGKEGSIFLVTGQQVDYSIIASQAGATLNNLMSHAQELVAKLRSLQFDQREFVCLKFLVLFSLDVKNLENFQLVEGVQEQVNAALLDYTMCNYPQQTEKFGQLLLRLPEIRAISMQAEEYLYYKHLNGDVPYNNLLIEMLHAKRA
TROY signal inh – TROY signaling inhibition; Q293 LMP1-TROYcd NF-kB luciferase reporter, 4 h; inhibition, % at 10 µM; 360,000 compounds, 0.98% hits; AID 1347056;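 active = compounds whose plate-normalised and pattern-corrected inhibition of the luciferase reporter signal at the single screening dose is 50% or more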
COUP-TFII inh – blocks human COUP-TFII nuclear receptor. P24468. HEK293T NGFI-A luciferase reporter, luminescence. inhibition, % at 8.6 µM. 370,000 compounds, 0.7% hits;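 active = inhibition above a per-plate cutoff, mean inhibition of test wells between control levels plus 3 SD, cut at about 38% in these data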;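 also: cells cotransfected with COUP-TFII expression vector driving the NGFI-A reporter; 0% = median of COUP-TF2 test wells and 100% = reporter-only cells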
Target sequence (P24468 whole entry, looked up): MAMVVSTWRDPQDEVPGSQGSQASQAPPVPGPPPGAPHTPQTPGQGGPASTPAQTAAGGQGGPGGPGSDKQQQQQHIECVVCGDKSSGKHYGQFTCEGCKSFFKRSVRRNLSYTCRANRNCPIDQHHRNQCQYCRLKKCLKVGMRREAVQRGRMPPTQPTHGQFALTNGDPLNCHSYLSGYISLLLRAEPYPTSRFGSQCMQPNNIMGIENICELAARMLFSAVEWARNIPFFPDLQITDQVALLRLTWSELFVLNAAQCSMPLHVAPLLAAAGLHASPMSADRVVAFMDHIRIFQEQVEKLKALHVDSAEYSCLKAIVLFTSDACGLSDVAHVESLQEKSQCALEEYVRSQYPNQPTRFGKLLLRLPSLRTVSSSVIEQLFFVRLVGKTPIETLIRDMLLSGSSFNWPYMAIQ
EBV LMP1 NFkB – inhibitors of Epstein-Barr LMP1-induced NF-kappaB reporter; LMP1-induced NF-kappaB luciferase reporter cells, luminescence; inhibition, % at 12.5 µM; 350,000 compounds, 0.69% hits; in the data active = inhibition above about 41%;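 also: 0% = neutral control wells and 100% = reference inhibitor control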
TWEAK Fn14 block – blocks TWEAK-Fn14 interaction in a reporter cell assay. TWEAK-stimulated Fn14 reporter cells, luciferase luminescence, 8 h. inhibition, % at 10 µM. 360,000 compounds, 2% hits; in the data active = inhibition above about 50%
SRC3 inh – inhibitors of human steroid receptor coactivator 3 (SRC3); HEK293 GAL4-SRC3 luciferase reporter, luminescence; Q9Y6Q9; inhibition, % at 3.6 µM; 360,000 compounds, 0.17% hits;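 active = inhibition above a per-campaign cutoff, the mean of all compounds plus 3 SD, cut at about 60% in these data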;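 also: 0% = DMSO-treated cells and 100% = gossypol-treated cells at 36 µM; higher means less SRC3-driven luciferase light from the GAL4 reporter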
* hit, by the source's call; nt = no result given. Outcome played no part in choosing rows (roughly 4.2% active in at least one column).

SMILES	CF NFkB inh	KKLEB cytotox	SRC2 inh	NCOA1 inh	TRAIL sens C8	LRH-1 inv ag	TROY signal inh	COUP-TFII inh	EBV LMP1 NFkB	TWEAK Fn14 block	SRC3 inh
CN(C(=O)CN1C(=O)C2C3CC(C(Br)C3Br)C2C1=O)C1CCCCC1 (stereo not drawn)	7	2	-6	6	-3	11	-9	-23	-2	0	0
CN(C)C(CNC(=O)c1ccc(OCc2cn3ccccc3n2)cc1)c1ccco1 (stereo not drawn)	-5	0	6	-42	1	-60	0	-14	1	-2	-35
OCCNc1nc(Nc2ccccc2C(F)(F)F)nc(N2CCCC2)n1	-7	2	6	17	-12	17	3	10	5	-15	22
O=C(O)CC(Cc1ccccc1)c1ccc2c(c1)OCO2 (stereo not drawn)	13	-16	14	-7	-25	8	10	6	-4	5	-2
COc1ccc(/C=N/NC(=O)c2csc(-n3nc(C)cc3C(F)(F)F)n2)cc1	20	-14	0	-1	-10	5	14	5	2	18	3
COc1ccc(-c2oc3ncnc(NCCN4CCOCC4)c3c2-c2ccc(OC)cc2)cc1	36	-31	nt	-18	9	9	16	nt	48*	33	3
NS(=O)(=O)c1ccc(NC(=O)/C(=C/c2ccncc2)NC(=O)c2ccccc2)cc1	-3	15	2	-6	2	-26	-5	-4	7	-7	0
CN(CC(=O)Nc1ccc(S(=O)(=O)N2CCCC2)cc1)CC(=O)Nc1cccc(F)c1	-9	12	28	20	10	32	-5	15	-5	2	20
CCOc1ccc(NS(=O)(=O)c2cc(OCC(N)=O)c(C)cc2Cl)cc1	-14	-6	-13	-14	2	-17	0	7	-3	23	23
O=C(Nc1cccc(NC(=O)c2ccccc2Cl)c1)c1cccs1	6	-12	-6	-32	-2	1	7	-7	-17	11	-4
COc1cc2c(cc1OC)CN1CCc3cc(OC)c(OC)cc3C1C2 (stereo not drawn)	-33	3	3	-15	-8	16	-9	-5	nt	-10	0
Cc1ccc(-c2csc(N3CCN(CCCn4c(C(F)(F)F)nc5ccccc54)CC3)n2)cc1	14	-5	2	-1	7	9	-3	6	-6	10	-2
Cc1cccc(C(=O)Nc2ccn(C)n2)c1	-28	15	-55	-77	14	-74	-54	-12	3	-18	-57
CC(=O)Nc1sc2c(c1C#N)CCC(C)C2 (stereo not drawn)	-3	-12	-10	-19	-5	-2	-14	-9	6	-3	5
Cc1ccc(S(=O)(=O)Cc2ccc(C(=O)N3CCc4ccccc4C3)o2)cc1	1	3	-13	1	-18	6	10	-1	5	-12	2
CCOc1ccc(NC(=O)CN2C(=O)c3ccccc3C2=O)cc1	8	-5	-17	1	-14	-20	-25	-1	-40	-2	-9
CSc1ccc(CNc2ccc(C)cc2)cc1	9	5	-29	-46	-4	-28	-112	-19	-29	-21	-28
CN(C)S(=O)(=O)n1cnc([C@@H]2[C@@H]3C(=O)OC[C@@H]3C[C@]23N=CN(Cc2ccccc2)C3=O)c1	3	-5	13	-4	-2	9	-21	-4	-1	5	25
Cc1ccnc(N=O)c1	-4	3	-10	-64	1	-39	6	-18	8	-11	-46
Cn1sc(NC(=O)c2ccccc2)nc1=O	4	1	-13	-41	10	-30	-12	-8	-3	-13	-7
CCOC(=O)c1c(NC2=NS(=O)(=O)c3ccccc32)sc2c1CCCCC2	2	0	1	7	2	15	13	11	0	21	0
O=C(O)c1ccc(-n2c(-c3cc(-c4ccco4)[nH]n3)n[nH]c2=S)cc1	-6	-6	4	-4	-12	-6	14	0	7	11	4
CCCCOCCCNC(=O)C[C@@H]1C[C@@]2(C(=O)OCC)CCC=C2N(Cc2cccc3ccccc23)C1=O	nt	nt	16	nt	-2	-28	4	-9	nt	-14	nt
C=CCNc1nc(NCc2ccc(NC(C)=O)cc2)c2sc(-c3ccccc3)cc2n1	-7	-60*	-76	-112	64*	-134	-91	-53	nt	-269	-98
Cc1ccsc1C=C1C(=O)c2ccccc2C1=O	-17	11	-41	-4	-18	-9	32	-11	-9	-2	6
(more compounds)
SMILES	CF NFkB inh	KKLEB cytotox	SRC2 inh	NCOA1 inh	TRAIL sens C8	LRH-1 inv ag	TROY signal inh	COUP-TFII inh	EBV LMP1 NFkB	TWEAK Fn14 block	SRC3 inh
Cn1nc(C(C)(C)C)cc1C(=O)N1CCC(C)(C(=O)NS(=O)(=O)C2CC2)C1 (stereo not drawn)	-4	11	nt	-3	-15	-8	-5	nt	nt	-15	0
Cc1cc(C)cc(Oc2nc(C(F)(F)F)nc3ccccc23)c1	10	-2	-3	-3	9	6	-7	-8	11	12	14
COc1ccccc1N(C)S(=O)(=O)c1ccc(C(=O)N(C)Cc2ccc(OC(F)F)cc2)cc1	-3	-4	-17	8	20	11	33	20	12	21	-17
O=C(C1=C(O)C(=O)N(CCN2CCOCC2)C1c1ccccc1)c1cccs1 (stereo not drawn)	-2	-2	0	-17	4	-11	-7	5	2	-8	-4
O=C(O)c1ccccc1C(=O)Nc1ccccc1[N+](=O)[O-]	0	10	-11	-12	-3	2	-12	3	-2	-6	-13
Cc1nc(-c2ccccc2)nc2sc(C(=O)c3ccc(F)cc3)c(N)c12	2	6	1	-7	4	14	10	0	-11	7	11
CCN1CCCC1CNC(=O)c1cc2c(=O)n(C)c3ccccc3c2n1C (stereo not drawn)	-9	-3	-6	-10	-16	-18	-2	-9	1	-23	10
O=C(Nc1cc(Cl)ccc1-n1cncn1)c1cc(F)cc(F)c1	-6	9	9	16	-6	18	-22	-4	-6	16	7
COc1cccc(NC(=S)NCc2ccc3c(c2)cc(C)n3C)c1	3	-4	-13	6	-3	10	13	7	5	-15	-8
N#CCCN(Cc1cccnc1)C(=O)Nc1ccc(Cl)c(Cl)c1	8	-4	4	2	-14	15	12	7	2	2	-17
CSc1cccc(NC(=O)Cn2cccc2)c1	-5	17	-9	5	-4	-2	-1	0	9	1	17
O=C(OCCOc1ccccc1)c1cc(S(=O)(=O)N2CCOCC2)c(Cl)cc1Cl	2	-3	9	4	23	2	8	-3	2	19	-8
O=C(OCCOc1ccccc1)c1cc(S(=O)(=O)N2CCOCC2)ccc1Cl	10	-17	-4	-6	-12	1	-15	-15	-1	3	-11
CCOC(=O)[C@]12CCC=C1N(Cc1ccccc1)C(=O)[C@H](CC(=O)NCCCN1CCCC1=O)C2	nt	nt	-30	nt	-13	-1	-10	-7	nt	-3	nt
CC(NC(=O)c1noc2c1CCCC2)c1ccccc1 (stereo not drawn)	-8	14	-1	9	4	-21	-15	-17	-4	0	1
COc1ccc(C(=O)Nc2ccc(C(=O)Nc3cccnc3)cc2)cc1	36	-5	-42	-30	-7	-21	6	2	3	-14	-19
O=C(NCc1ccccc1)c1ccc(-c2ccc(F)c(F)c2)c2ccoc12	-2	0	-25	-29	1	-1	-6	-7	nt	-22	-2
Cc1c(C(=O)OCC(=O)N(C)c2ccccc2)cccc1[N+](=O)[O-]	2	0	2	-4	4	-2	-11	6	-8	-15	7
COc1ccc(C)cc1S(=O)(=O)Nc1cc2c3c(c1)CCC(=O)N3CCC2	18	-8	-13	-13	5	-5	-10	14	2	-10	-8
O=C(Nc1ccc2nc3n(c(=O)c2c1)CCCC3)c1cccc(F)c1	-4	5	-36	-21	3	-45	-11	5	-2	-31	-54
O=C(Nc1ccnn1C1CCN(Cc2ccccn2)CC1)c1cccc(F)c1	-3	0	0	7	-13	-13	-20	-5	3	-3	-17
COc1ccc(Nc2nc3ccc(C)cc3cc2C#N)c(OC)c1	-15	8	5	6	24	-10	-21	-16	-13	85*	-3
Cc1ccc(OCCC(=O)OCC(=O)NC2CCS(=O)(=O)C2)cc1 (stereo not drawn)	0	-1	-7	-2	-4	7	-4	-1	-3	4	-17
COC(=O)c1ccc(N2CCN(C(=O)c3ccccc3)CC2)c(NC(C)=O)c1	12	-21	1	4	-1	19	-4	-11	-10	0	2
CC(C)C[C@H]1CNC(=S)N1C[C@H]1CCCN1C[C@H](Cc1ccc(O)cc1)N1C[C@H](Cc2ccc(O)cc2)N(CC2CCCCC2)C1=S	66*	-45	14	14	9	-13	-18	-24	nt	-12	-2
New compounds follow.
SMILES	CF NFkB inh	KKLEB cytotox	SRC2 inh	NCOA1 inh	TRAIL sens C8	LRH-1 inv ag	TROY signal inh	COUP-TFII inh	EBV LMP1 NFkB	TWEAK Fn14 block	SRC3 inh
COc1ccc(NC(=O)CCS(=O)(=O)c2ccc(Cl)cc2)cc1	2	1	15	-6	-7	2	-7	-3	1	-19	-21
NC(=O)c1ccsc1NC(=O)COC(=O)CNC(=O)c1ccc(Cl)cc1	13	-2	0	5	2	-18	-3	0	1	8	-12
CC(C)CC(OC(=O)c1cccs1)C(=O)NCc1ccco1 (stereo not drawn)	2	11	18	9	-1	1	-5	-2	8	8	-5
CCOC(=O)CN(C(=O)COC(=O)C1=NNC(=O)CC1)c1ccc(F)cc1	3	-2	-52	8	3	0	12	4	-7	-20	3
Cc1ccc(S(=O)(=O)NCC(=O)NCC(=O)NCCc2ccccc2F)cc1C	15	-9	1	-20	-1	-1	6	16	0	2	1
Cc1cc(N2CCN(C)CC2)nc(N2CCOCC2)n1	-6	9	-35	0	5	20	19	6	-5	9	0
CC(=O)c1cccc(NC(=O)Nc2ccc(C(=O)N3CCCC3)cc2)c1	37	5	22	17	25	-32	21	8	16	33	23
O=C(Nc1ccccc1F)C1CCN(C(=O)Cc2ccccc2)CC1	7	5	-5	-1	-10	2	7	4	-11	-11	14
CN1CCN(S(=O)(=O)c2cccc(C(=O)Nc3ccccc3N3CCCCC3)c2)CC1	18	-12	23	10	10	8	-6	-8	0	-6	1
COc1ccc(NS(=O)(=O)c2cccc(-c3nnc4n3CCCCC4)c2)cc1	4	-7	4	-6	-7	11	1	-12	-9	-17	11
O=C(NC1CCN(c2ncccn2)CC1)c1c(F)cccc1F	9	-8	8	-19	7	-9	-5	-14	11	12	5
COc1ccc(N2C(=S)N=C(Nc3cccc(C)c3)C23CCCCC3)cc1	15	-2	10	12	22	-2	-4	14	4	0	18
FC(F)(F)c1ccccc1Cc1c(-c2ccccc2)nc2ccc(Cl)cn12	7	-14	-41	-27	-3	-62	-18	-31	nt	-18	-37
CCN(CC)CCN(C(=O)C1=COCCO1)c1nc2cc(C)cc(C)c2s1	4	-9	-4	-6	11	-1	-38	-3	9	-13	2
O=C(COC(=O)C12CC3CC(CC(C3)C1)C2)Nc1nc2c(F)c(F)c(F)cc2s1	28	-5	-2	10	-11	13	34	-17	1	1	2
O=C(Cc1nc2ccccc2[nH]1)c1ccc(Br)cc1	-16	15	-11	-2	11	-40	-27	-9	-14	-11	-17
c1ccc(CN2CCC(N3CCN(Cc4ccc5c(c4)OCO5)CC3)CC2)cc1	10	-4	17	-15	-21	23	4	38*	7	-15	5
CCN(CC(=O)NC(c1ccccc1)c1ccccc1)Cc1nc2ccccc2c(=O)[nH]1	-16	3	11	-6	-8	17	8	12	4	22	-16
CCCc1cc(=O)oc2cc(C)cc(OCC(=O)Nc3ccc(CN4CCOCC4)cc3)c12	8	7	-1	15	26	-16	21	0	5	8	17
COc1ccc(C(=O)/C=C/c2cn(CN3CCN(C)CC3)c3ccccc23)cc1	-42	-12	nt	-51	4	-68	-49	nt	-47	21	-61

Assay outcomes: PubChem, several laboratories
